Source: PubChem BioAssay (NCI)
yeast mlh1 rad18: NCI yeast anticancer drug screen, S. cerevisiae mlh1 rad18 strain; growth inhibition, % at 50 µM; 79,000 compounds, 11% hits; AID 175;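 also: 0% = growth of vehicle-only cultures of the same strain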
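Cells of a genetically altered yeast strain, deficient in DNA damage repair, were treated with compound. Their growth was then compared with that of vehicle-treated cultures to give inhibition.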
yeast mec2-1: NCI yeast anticancer drug screen, S. cerevisiae mec2-1 strain. % growth inhibition at 50 µM. 79,000 compounds, 9% hits;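 also: 0% = growth of vehicle-only cultures of the same strain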
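Readout is yeast growth inhibition, normalised to vehicle-treated controls, in the mec2-1 strain exposed to compound.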
yeast bub3: NCI yeast anticancer drug screen, S. cerevisiae bub3 mutant strain; 78,000 compounds, 9.9% hits; % growth inhibition at 50 µM;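 also: 0% = growth of vehicle-only cultures of the same strain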
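Inhibition values come from growth of compound-treated mutant yeast normalised to vehicle-treated controls.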
cln2 rad14: NCI yeast anticancer drug screen, S. cerevisiae cln2 rad14 strain; % growth inhibition at 50 µM; 78,000 compounds, 8.3% hits; AID 165;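 also: 0% = growth of vehicle-only cultures of the same strain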
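Each compound was tested on cln2 rad14 yeast. Inhibition of growth was calculated against vehicle-exposed controls.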
yeast rad50: NCI yeast anticancer drug screen, S. cerevisiae rad50 strain. % growth inhibition at 50 µM. 79,000 compounds, 10% hits. AID 155;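 also: 0% = growth of vehicle-only cultures of the same strain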
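DNA repair mutant yeast, compound exposure, growth read-out; inhibition is taken relative to vehicle.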
yeast sgs1 mgt1: NCI yeast anticancer drug screen, S. cerevisiae sgs1 mgt1 strain; AID 161; % growth inhibition at 50 µM; 78,000 compounds, 10% hits;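 also: 0% = growth of vehicle-only cultures of the same strain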
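Test agents were incubated with a DNA-repair-mutant yeast strain. Growth was then read and compared against vehicle-treated controls.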
An asterisk follows results filed as active; . = not tested or not shown; & = joins results of further samples. Rule as the data show it: active = growth inhibition above about 70%; inactive = the rest.

SMILES	yeast mlh1 rad18	yeast mec2-1	yeast bub3	cln2 rad14	yeast rad50	yeast sgs1 mgt1
COc1ccc2c(c1)OC(=O)CC2c1ccc(OC)c(OC)c1 (stereo not given)	3	16	15	-33	3	11
Cc1cc(C(C)(CC(C)C)c2ccc(O)c(C)c2)ccc1O	91*	93*	91*	92*	91*	93*
CCC(CC)=NNc1ccc([N+](=O)[O-])cc1[N+](=O)[O-]	-10	-11	1	-51	-2	-14
CCCCCCCCCCCCOP(=O)(N1CC1(C)C)N1CC1(C)C (stereo not given)	81*	58	87*	34	73*	83*
C=C(C)[C@H]1C[C@@H]2O[C@]2(C)[C@@H](O)C1	-6	0	19	-15	18	-28
Cc1nnc2n1N=C(c1ccccc1)C(c1ccccc1)S2 (stereo not given)	40	30	57	26	32	33
Cc1ccccc1SC(c1ccccc1)(c1ccccc1)c1ccccc1	-38	-25	-6	-7	-11	0
O=C(O)C(Cc1ccc(O)cc1)NC(c1ccccc1)P(=O)(O)O (stereo not given)	6	-4	-7	0	-4	7
CCOC(=O)/C(=C\c1ccccc1)c1ccccc1	-7	6	27	8	7	10
CCOC(=O)c1[nH]c(-c2[nH]c(-c3[nH]c(-c4[nH]c(C(=O)OCC)c(C)c4C(=O)OCC)c(C(=O)OCC)c3C)c(C)c2C(=O)OCC)c(C(=O)OCC)c1C	-74	-16	-14	7	-25	-21
C1CCC(CCCCc2nn[nH]n2)CC1	99*	99*	99*	98*	99*	99*
COc1ccc(-c2nnc(C)nc2-c2ccc(OC)cc2)cc1	13	1	82*	18	22	23
O=C(NCCN1CCNCC1)c1ccc(Cl)cc1	40	40	34	63	27	31
CC1(C)C(=O)CCC2(C)C(OC(=O)c3ccc(C(=O)O)cc3)CCCC12 (stereo not given)	18	37	20	-15	-2	30
C=CCOC(=O)CCCCCCCCCCC	-1	-3	4	7	4	1
N#C/C(=C\c1ccccn1)c1nc(-c2ccc(Cl)cc2)cs1	-15	-28	0	0	-10	-13
O=C(O)/C(Br)=C(\Br)c1ccccc1	12	16	2	14	24	15
NC(=O)N/N=C(/Cc1nc2ccccc2nc1C/C(=N/NC(N)=O)c1cccc2ccccc12)c1cccc2ccccc12	8	34	0	82*	1	17
Cc1ccc(/C=C2\CNC/C(=C\c3ccc(C)cc3)C2=O)cc1	84*	86*	87*	77*	86*	90*
CC1(CCC(=O)c2ccc3c(c2)OCO3)OCCO1	27	9	25	14	32	23
CCCCCCCCCCSCCCCCCCCCC	18	22	25	56	4	15
CCN1CCOC(O)(c2ccc(OC)cc2)C1c1ccccc1 (stereo not given)	-11	-4	9	-11	-5	-3
CC1=C(C(c2ccccc2)c2ccccc2)C(=O)c2ccccc2C1=O	-1	-6	-32	2	-3	1
O=C(O)COc1ccc([N+](=O)[O-])cc1/C=C1/SC(=S)NC1=O	13	3	20	-8	-3	5
Cc1ccc2c(c1)=N/C(=N\c1nc(O)c(O)[nH]1)N=2	-5	-15	.	.	7	.
COc1ccc(/C=N/NS(=O)(=O)c2ccc(/C=C3\NC(=O)N(C)C3=O)cc2)cc1	27	22	-24	6	-10	-22
COC(=O)C(C=C(Cl)Cl)N1CCNCC1 (stereo not given)	0	4	-8	-7	-1	-6
CC(=O)CC(=O)N1CCN(C(=O)CC(C)=O)C(C)C1 (stereo not given)	-7	-58	-12	2	-8	6
CCCCCCC(C)c1ccccc1OS(=O)(=O)c1ccc(Cl)c(Cl)c1 (stereo not given)	24	-7	-6	4	17	1
O=C(NNc1nc(-c2ccc(Cl)cc2)cs1)c1ccccc1Cl	20	-28	6	9	22	10
C/C(=C\c1ccccc1)c1ccccn1	8&-7	-17&-5	15&-19	-23&-69	-2&-2	11&-6
Cc1cc(N(C)C)c([N+](=O)[O-])cc1C=O	-6	14	-25	-22	6	-13
Cc1cnc2nc(C)c(C)nc2n1	5	2	-1	-1	12	2
OCCC1CCc2ccccc2C1 (stereo not given)	-6	6	2	-6	4	3
c1ccc(-c2csc3[n+]2CCN3)cc1	14	14	3	5	19	13
COc1ccc(NC(=O)C(/C=N\C(=S)NNC(C)=O)=C(\C)O)cc1	-42	-45	-40	-38	-49	-49
CC1=CC(C)(C)N(C)C(N)=N1	-2	-3	-3	-43	-4	-5
CN1[C@@H]2C[C@@H](OC(=O)[C@H](CO)c3ccccc3)C[C@H]1[C@@H]1O[C@@H]12	6	2	-10	-20	-1	-34
NNC(=O)CNC(=O)Cc1ccccc1	-26	-26	-25	-12	-28	-18
COc1c(N)cc2c(c1C)OC(C)(C)C=C2	7&-1	-38&-24	-3&-28	-2&-44	-13&-13	-10&-17
CC1CC/C(=C\c2ccccc2)C(=O)/C1=C/c1ccccc1 (stereo not given)	29	-11	30	9	22	14
C=CCOC(=O)c1ccc(C(=O)OCC=C)cc1	64	52	45	39	51	79*
Cc1cc(=O)n(-c2ccc([N+](=O)[O-])cc2)c(C)c1C(=O)O	-2	-2	8	0	3	5
O=C(C=P(c1ccccc1)(c1ccccc1)c1ccccc1)c1ccccc1-c1ccccc1C(=O)C=P(c1ccccc1)(c1ccccc1)c1ccccc1	90*	91*	88*	89*	88*	90*
CO/N=C(\C(=O)OC(=NC1CCCCC1)NC1CCCCC1)c1csc(NC(c2ccccc2)(c2ccccc2)c2ccccc2)n1	-6	-8	0	-8	-5	-5
O=c1[nH]ccc2c(O)cccc12	3	-11	-15	10	-1	-17
C=CCN1CCC(OC(=O)C(O)(C#CC)C2CCCC2)CC1 (stereo not given)	64	51	62	59	69	72*
CCOC(=O)c1c(-c2ccc(Cl)cc2)c(C#N)c(=S)n(C2OC(COC(C)=O)C(OC(C)=O)C(OC(C)=O)C2OC(C)=O)c1-c1ccccc1 (stereo not given)	5	-4	18	26	-1	-7
COC(=O)C1=C(C)OC2OCCC12 (stereo not given)	18	-9	3	-15	-19	8
N#CNC(=Nc1ccccc1)[N](C#N)[Sn]([c]1ccccc1)([c]1ccccc1)[c]1ccccc1	99*	98*	97*	99*	99*	99*
CCCCCCCCN(CCCCCCCC)CC(O)c1cc(-c2ccc(Cl)cc2)nc2c(Cl)cccc12 (stereo not given)	34	25	7	45	19	36
CCOC(=O)CCCOc1cc(-c2ccccc2F)nc2cc3c(cc12)OCO3	4	8	49	22	6	49
CCn1c(=O)c2[nH]c(Br)nc2n(CC)c1=O	-9	-1	0	-7	2	6
Cc1cccc(NC(=O)C(Br)C(Br)c2ccccc2)c1C (stereo not given)	16	-2	-1	7	3	18
CC1CCP(=O)(c2ccccc2)c2ccccc21 (stereo not given)	26	9	16	-6	14	25
CCOC(=O)c1c(-c2ccc(OC)cc2)c(C#N)c(=S)n(C2OC(CO)C(O)C(O)C2O)c1-c1ccccc1 (stereo not given)	3	-29	-12	-12	7	-20
COc1ccccc1/C=N/Nc1ccc([N+](=O)[O-])cc1[N+](=O)[O-]	19	5	17	-17	6	3
Nc1nc(-c2cc(-c3cccc([N+](=O)[O-])c3Cl)nc(N)n2)cc(-c2cccc([N+](=O)[O-])c2Cl)n1	-4	-12	-11	-6	4	-4
Cc1cc(O)c(C(C)C)cc1C1(c2cc(C(C)C)c(O)cc2C)OC(=O)c2ccccc21	92*	92*	91*	97*	94*	82*
Cc1c(C(=O)NNc2ccccc2)n2c(=S)[nH]nc2c2ccccc12	46	10	-15	9	33	-8
Next section:
SMILES	yeast mlh1 rad18	yeast mec2-1	yeast bub3	cln2 rad14	yeast rad50	yeast sgs1 mgt1
COC(=O)C12c3ccccc3C3C(c4ccccc41)C32 (stereo not given)	21	14	2	18	12	23
NC(=O)N/N=C(\Cc1nc2ccc(Cl)cc2[nH]c1=O)C(=O)Nc1ccc(Cl)cc1Cl	15	12	-1	-30	12	7
NC(=O)c1ccc(O)cc1	12	-10	5	-14	-10	-1
CN(C)CC(C)(C)C(/C=C/c1ccccc1)=N\Nc1ccccc1	98*	90*	99*	97*	98*	98*
Cc1ccc(NC(=S)SCc2ccc(Cl)cc2)cc1C	99*	98*	97*	87*	95*	98*
CC(C)([NH-])C[NH-].[Cl][Pt+2][Cl]	5	-19	-4	-23	-17	-24
COC(=O)c1nc(C)c(C)nc1N	-50	20	6	-32	-14	-11
Cc1cccc(C)c1NC(=O)CCC(=O)NC(N)=S	-6	-13	3	15	-22	-14
COc1cc(/C=C/C(=O)Oc2ccccc2)ccc1C(=O)O/C=C/c1ccccc1	14	-5	-5	21	4	2
Cc1ccc(NCc2ccccc2)cc1	22	-12	7	-17	20	-10
CCCC/C=C1\CCC(CN2CCCC2)C1=O (stereo not given)	74*	59	81*	73*	83*	78*
CCOC(=O)C(Cc1cc(N)c(O)c(N)c1)NC(C)=O (stereo not given)	-1	-5	-1	7	2	-2
CN(C)CCNc1ccc([N+](=O)[O-])c2nc3ccccc3c(N)c12	66	-41	-7	9	-2	46
CCOC(=O)C(=N\Nc1c(C)cccc1C)/C(C)=N\NC(N)=S	69	33	52	55	65	58
O=C(O)CCCCC1CCCCC1.[Cu+2]	2	-3	6	1	15	36

An excerpt from the list above:
SMILES	yeast mlh1 rad18	yeast mec2-1	yeast bub3	cln2 rad14	yeast rad50	yeast sgs1 mgt1
NC(=O)N/N=C(/Cc1nc2ccccc2nc1C/C(=N/NC(N)=O)c1cccc2ccccc12)c1cccc2ccccc12	8	34	0	82*	1	17
Cc1ccc(/C=C2\CNC/C(=C\c3ccc(C)cc3)C2=O)cc1	84*	86*	87*	77*	86*	90*

(continued)
SMILES	yeast mlh1 rad18	yeast mec2-1	yeast bub3	cln2 rad14	yeast rad50	yeast sgs1 mgt1
CC(=O)c1c(C)[nH]c(-c2ccccc2)c1NS(=O)(=O)c1ccc(N)cc1	9	-3	4	-13	0	25
COC(=O)C1Cc2cc(OC)c(OC)cc2C(c2ccc(OC)c(OC)c2)C1C(N)=O (stereo not given)	-2	11	-1	0	-8	-8
CC1CC(N)=C(C#N)C1(C#N)C#N (stereo not given)	-45	7	-19	0	7	0
Cc1cccc(-c2nc3ccc([N+](=O)[O-])cc3c(=O)o2)c1	60	-13	8	-20	8	38
C=C(C)/C=C/S(=O)c1ccccc1 (stereo not given)	-5	-3	-16	-5	-3	10
BrC1CC2CCCCC2CC1Br (stereo not given)	10	22	9	-10	-1	21
CCCC/C=C/C(CC)(C(=O)OCC)C(=O)OCC	-9	-12	24	17	4	11
N#Cc1c2c(c(N=[N+]=[N-])n3c1nc1ccccc13)CCCC2	90*	92*	91*	90*	87*	91*
CN(C)B(B(N(C)C)N(C)C)N(C)C	35	17	14	22	14	36
Cc1ccc2c(ccc3nncn32)c1	0	-8	-12	-20	-10	-7
CCCCc1ccc(N2C(N)=NC(N)=NC2(C)C)cc1	-46	5	-26	-3	-10	-48
COCC1C2CC(=O)OC2C(I)C1OC(=O)c1ccc(-c2ccccc2)cc1 (stereo not given)	4	-14	1	2	-32	-7
C[C@H](CCC(=O)O)[C@H]1CC[C@H]2[C@@H]3[C@H](O)[C@H](O)[C@@H]4C[C@H](O)CC[C@]4(C)[C@H]3CC[C@]12C	-25	-24	-31	-20	-27	-3
CCOC(=O)c1cn(CC)c2ccc3c(c2c1=O)S(=O)(=O)C=C3	-25	-45	-34	-19	-33	-33
Cc1nn(C)c(N)c1C#N	-7&-18	6&-12	-6&-8	27&0	8&-16	4&-25

Ordered by count of non-hydrogen atoms (falling): 3 of the compounds above.
SMILES	yeast mlh1 rad18	yeast mec2-1	yeast bub3	cln2 rad14	yeast rad50	yeast sgs1 mgt1
COCC1C2CC(=O)OC2C(I)C1OC(=O)c1ccc(-c2ccccc2)cc1 (stereo not given)	4	-14	1	2	-32	-7
CCOC(=O)c1cn(CC)c2ccc3c(c2c1=O)S(=O)(=O)C=C3	-25	-45	-34	-19	-33	-33
N#Cc1c2c(c(N=[N+]=[N-])n3c1nc1ccccc13)CCCC2	90*	92*	91*	90*	87*	91*

The results go on:
SMILES	yeast mlh1 rad18	yeast mec2-1	yeast bub3	cln2 rad14	yeast rad50	yeast sgs1 mgt1
[O-]/[N+]1=[N+](\[O-])c2ccccc2CCCc2ccccc21	-7	-7	-13	-34	-7	-3
O=C(CC1CCCCC1)OC1CCCCC1	14	10	45	27	2	-11
CC(=O)c1ccc2c(c1)Cc1ccccc1-2	-10	9	33	13	33	5
Cc1ccc(Cl)cc1NC(=O)N(C)CCOC(=O)Nc1cccc(Cl)c1	91*	91*	92*	90*	89*	93*
Cc1ccc(-n2cnc3c(Cl)ncnc32)cc1	3	0	-17	-15	-18	-12
O=S(=O)(CC(Br)Br)c1ccccc1	31	98*	100*	75*	100*	41
COc1cccc2c1C(=O)c1c(O)c3c(c(O)c1C2=O)CC1(O)CC3OC1(C)OC (stereo not given)	3	9	-1	24	1	-19
CC(C)C(C/C(=N\Nc1ccc([N+](=O)[O-])cc1[N+](=O)[O-])C1CC1)C(=O)O (stereo not given)	48	14	18	28	40	27
